HCV NS3 hel inh – HCV NS3 helicase inhibition | NS3 helicase DNA unwinding, Cy5 molecular beacon fluorescence | inhibition, % at 10.9 µM | 290,000 compounds, 0.56% hits | AID 1800;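 active = inhibition above the mean of all tested compounds plus 3 SD, set per campaign, cut at about 35% in these data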;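 note: 0% = DMSO wells and 100% = thioflavine S control wells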
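Control set: DMSO versus 110 µM thioflavine S; Material: NS3 helicase fragment of HCV; Measured by: Cy5 fluorescence at 0 and 60 min, beacon hairpin quenching; Read-out basis: percent inhibition from t60/t0 fluorescence ratio; Times: reaction time 60 min, 25 °C; Repeats: single replicate; Compound dosing: single dose, 10.9 µM nominal final, DMSO 0.8% final.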
VIM-2 inhibitor – inhibitors of Pseudomonas aeruginosa VIM-2 metallo-beta-lactamase; purified VIM-2, nitrocefin hydrolysis, epi-absorbance fluorescence; AID 1527; inhibition, % at 5.6 µM; 290,000 compounds, 0.89% hits;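 active = inhibition above the mean of all tested compounds plus 3 SD, cutoff set per screening run, cut at about 7.5% in these data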;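 note: red hydrolysis product quenches plate fluorescence so inhibitors raise well fluorescence; 0% = enzyme with DMSO and 100% = DMSO without enzyme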
FID counter – fluorescent intercalator displacement, NS3 helicase counter-screen; AID 1845; 290,000 compounds, 0.17% hits; DNA fluorescent intercalator displacement, fluorescence; inhibition, % at 7.9 µM; in the data active = inhibition above about 37%;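 note: 0% = vehicle and 100% = reference compound; higher means more ethidium bromide displaced from hairpin DNA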
GPR7 antagonist – blocks human GPR7 receptor signaling; GPR7-expressing cells, fluorescence antagonist assay; P48145; 290,000 compounds, 1.1% hits; inhibition, % at 4.4 µM; in the data active = inhibition above about 16%, passing the limit was not always enough;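 note: cells stimulated with the agonist NPW; 0% = agonist with vehicle and 100% = vehicle without agonist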
OXTR agonist – agonists of human oxytocin receptor | AID 2435 | CHO-OTR cells, Fluo-8 calcium fluorescence; normalized: DMSO 0%, oxytocin 100% | 320,000 compounds, 0.32% hits | activation, % at 3 µM | P30559;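 active = activation above the mean of all tested compounds plus 3 SD, cutoff set per screening run, cut at about 20% in these data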;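 note: peak over basal fluorescence ratio from a 100 s FLIPR kinetic read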
Target sequence (P30559 whole entry, looked up): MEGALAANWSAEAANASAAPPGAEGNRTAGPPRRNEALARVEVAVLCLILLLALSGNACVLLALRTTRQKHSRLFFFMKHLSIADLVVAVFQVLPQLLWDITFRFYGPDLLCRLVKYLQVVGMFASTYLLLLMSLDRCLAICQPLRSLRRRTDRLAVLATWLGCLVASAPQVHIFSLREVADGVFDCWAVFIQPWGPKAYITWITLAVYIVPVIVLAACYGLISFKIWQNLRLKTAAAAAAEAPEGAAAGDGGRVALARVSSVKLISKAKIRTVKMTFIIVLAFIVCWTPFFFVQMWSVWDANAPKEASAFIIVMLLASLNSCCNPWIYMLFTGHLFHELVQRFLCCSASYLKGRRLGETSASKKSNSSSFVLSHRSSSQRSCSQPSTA
GalR3 antag – human GalR3 antagonism; HEK293 GalR3-CNG cAMP membrane potential fluorescence; galR3 body fused to GalR1 C-terminus; O60755; AID 651719; inhibition, % at 3 µM; 360,000 compounds, 0.44% hits;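 active = inhibition above the screen-wide average plus 3 SD, cut at about 13% in these data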;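 note: forskolin and galanin both at EC90 stimulate the cells; cAMP rise reported by CNG channel membrane potential dye signal; 0% = forskolin plus galanin with DMSO and 100% = forskolin alone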
Target sequence (O60755 1-299 limits assumed): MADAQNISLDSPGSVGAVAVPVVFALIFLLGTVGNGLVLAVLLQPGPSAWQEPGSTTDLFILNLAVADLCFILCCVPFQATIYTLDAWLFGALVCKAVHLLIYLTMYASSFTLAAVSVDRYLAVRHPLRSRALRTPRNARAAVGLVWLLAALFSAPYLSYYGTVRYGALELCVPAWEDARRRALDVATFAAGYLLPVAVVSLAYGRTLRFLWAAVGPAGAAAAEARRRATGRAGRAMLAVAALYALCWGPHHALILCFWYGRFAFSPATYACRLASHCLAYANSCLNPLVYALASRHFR
IMP-1 inhibitor – inhibitors of Pseudomonas aeruginosa IMP-1 metallo-beta-lactamase. purified IMP-1, nitrocefin hydrolysis, epi-absorbance fluorescence. inhibition, % at 5.6 µM. 290,000 compounds, 0.45% hits. AID 1556;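 active = inhibition above the mean plus 3 SD of all compounds in the same screening run, cut at about 4.5% in these data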;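 note: 0% = IMP-1 with DMSO and 100% = DMSO wells lacking enzyme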
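Assay system: purified IMP-1; Quantity: IMP-1 0.2 nM before substrate addition; Medium: HEPES buffer pH 7.1 with ZnSO4 and Brij 35; Incubation: 15 min enzyme–compound preincubation, then 25 min nitrocefin reaction, 25 °C; Signal: fluorescence quenching readout, ex 480/em 530 nm; Controls: DMSO with and without IMP-1; Repeats: singlicate testing.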
PHOSPHO1 block – blocks human PHOSPHO1 phosphatase activity | Q8TCT1 | recombinant PHOSPHO1, absorbance phosphatase assay | inhibition, % at 13.3 µM | 290,000 compounds, 1.1% hits; in the data active = inhibition above about 60%
Target sequence (Q8TCT1 whole entry, looked up): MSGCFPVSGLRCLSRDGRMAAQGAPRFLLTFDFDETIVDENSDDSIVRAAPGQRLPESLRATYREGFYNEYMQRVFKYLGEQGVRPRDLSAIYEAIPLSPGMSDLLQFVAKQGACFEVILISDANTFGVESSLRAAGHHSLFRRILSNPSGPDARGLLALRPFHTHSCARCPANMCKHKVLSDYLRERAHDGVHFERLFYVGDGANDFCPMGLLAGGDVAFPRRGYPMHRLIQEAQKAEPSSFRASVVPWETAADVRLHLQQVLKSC
V1aR counter – activates human V1a receptor in oxytocin agonist counter-screen; CHO-V1R cells, Fluo-8 calcium fluorescence, agonist mode; 0% DMSO, 100% 3 nM vasopressin; AID 2797; activation, % at 3 µM; P37288; 320,000 compounds, 0.25% hits;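 active = activation above the mean activation of all tested compounds plus 3 SD, per screening run, cut at about 20% in these data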;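 note: signal is peak over basal fluorescence ratio across a 100 second FLIPR read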
* = called active by the depositor; . = not tested or not shown. Hits appear at their usual frequency (roughly 4.3% active in at least one column).

SMILES	V1aR counter	IMP-1 inhibitor	FID counter	OXTR agonist	GalR3 antag	GPR7 antagonist	HCV NS3 hel inh	VIM-2 inhibitor	PHOSPHO1 block
O=C(O)CC/C(=N/NC(=O)CNC(=O)C(c1ccccc1)c1ccccc1)c1ccccc1	-0.1	-2.2	-16	0.2	3	-3	15	-5.0	7
COc1cccc2cc(C(C)N(CCCN3CCOCC3)C(=S)Nc3cccc(C)c3)oc12 (stereo unspecified)	0.1	-1.9	15	-2.0	6	10	-1	1.2	34
Clc1ccc(NC2(c3nnnn3C3CCCCC3)CCCCC2)cc1	-0.2	-1.6	-3	-0.8	0	-3	-6	-0.6	16
O=C(Nc1ccn(Cc2ccccc2F)n1)c1ccc(COc2ccc(Br)cc2)cc1	7.0	-2.2	-8	12	97*	-5	-15	-4.2	-12
CC(C)OCCCNC(=S)NNC(=O)C(c1ccccc1)c1ccccc1	0.4	-3.0	-26	1.3	0	-11	4	-4.5	-97
O=C1c2nc3cc(-c4ccco4)[nH]n3c(=O)c2CN1C1CCCCC1	-1.3	-3.2	-10	0.2	-2	-12	18	-2.5	-4
CCCCC(=O)NC1(C(F)(F)F)C(=O)Nc2c1c(=O)n(C)c(=O)n2C (stereo unspecified)	1.1	-1.8	2	0.3	1	1	-11	-2.0	10
NC(N)=NC1=NC(=O)/C(=C/c2ccccc2-n2cccn2)S1	0.0	-4.2	-4	-0.6	3	0	6	-1.6	-6
O=C(NCCN1CCOCC1)c1cn(-c2ccccc2)nc1-c1cccs1	1.0	-1.1	2	1.3	-6	1	-11	-2.8	-3
CN(C)CCOc1ccc2c(c1)Sc1ccccc1CC2=O	3.7	-0.4	6	7.3	0	-4	-19	-1.3	2
Cc1[nH]c2ccccc2c1C(=O)CN1CCCC(C)C1 (stereo unspecified)	1.4	-1.8	3	1.5	4	-18	13	-1.1	3
C=CCNC(=O)Nc1ccc(Cl)cn1	0.4	-5.4	0	-1.4	-2	-1	1	-3.7	-15
O=C(COc1cccc2c1CCN(Cc1ccc(Cl)cc1)C2=O)N1CCOCC1	2.0	-1.0	-29	2.1	-7	5	7	-1.1	57
COc1cccc(NC(=O)OCCN2CCN(Cc3ccccc3)CCC2=O)c1	1.7	-0.8	-14	1.3	-6	-9	3	-2.3	6
Cc1ccc(NC(=O)Cn2nnc(C(=O)NCc3cccs3)c2N)cc1	-0.1	-6.1	-5	0.1	-5	-10	8	-0.1	-1
Cc1ccc2cc(C)c(N3CCN(c4ccc(F)cc4)CC3)nc2c1	0.3	-4.0	-25	0.9	-8	-35	21	-3.0	16
Cc1c(C(=O)OCCOc2ccc(Br)cc2)sc(=S)n1C	0.5	-1.6	3	-0.5	-6	-3	1	-0.4	34
CC(C)CCNC(=O)c1onc(CSc2ccc(F)c(F)c2)c1C(=O)NCCC(C)C	0.8	.	.	-0.2	-2	.	.	.	18
Cc1ccc([N+](=O)[O-])cc1S(=O)(=O)Nc1ccc(OCC(=O)N2CCOCC2)cc1	-0.9	-0.9	-2	-0.1	0	2	9	-2.1	3
CC(C)CCNC(=O)CN(C(=O)CCC(=O)Nc1ccccn1)c1ccc2c(c1)OCO2	1.1	-3.1	-5	-0.2	5	-19	-4	-0.7	14
O=C(O)c1cc(NC(=O)c2ccc3c(c2)C(=O)N(Cc2cccnc2)C3=O)cc(C(=O)O)c1	0.2	-0.9	-1	0.2	-1	-26	4	-1.7	38
COc1ccc(CNC(=O)CN(C(=O)c2csnn2)c2cccc(C(C)=O)c2)cc1	-0.5	0.4	-9	0.2	-5	1	-2	-1.8	22
O=C1Nc2ncccc2OC1CCO (stereo unspecified)	1.1	-0.5	3	1.5	1	0	-1	-3.6	6
CCOc1ccccc1N(C(=O)Cn1nnnc1-c1ccc(C)o1)C(CC)C(=O)NC(C)(C)C (stereo unspecified)	-1.1	0.7	-25	-1.7	-7	-10	3	-2.3	8
CC(CCC(=O)O)C1CC[C@H]2C3CCC4CC(=O)CCC4(C)[C@H]3CC(=O)C12C (stereo partly specified)	3.4	1.4	-50	-0.6	-8	14	34	2.5	31
O=C(COC(=O)Cc1ccc(S(=O)(=O)N2CCCCC2)s1)Nc1ccc2c(c1)OCO2	1.3	-1.1	-16	0.2	-6	5	7	-2.9	9
CCc1ccc(CNCc2cccnc2)cc1	1.6	-1.6	-5	1.2	0	-9	-2	-0.3	-38
CCc1ccc2[nH]c(=O)c(CN(Cc3ccco3)C(=S)NCC3CCCO3)cc2c1 (stereo unspecified)	-1.1	0.9	-33	-2.5	-9	9	-21	3.3	-9
Cc1cc2c(N=O)c(NO)ccc2[nH]1	1.1	-2.5	2	0.4	.	-19	-1	-2.8	20
Cc1ccccc1C(=O)Nc1ccc(Br)c(C)n1	-1.5	-2.6	0	-2.7	-2	-10	1	0.4	-10

Reprinted from the part before: three compounds, followed by the next part.
SMILES	V1aR counter	IMP-1 inhibitor	FID counter	OXTR agonist	GalR3 antag	GPR7 antagonist	HCV NS3 hel inh	VIM-2 inhibitor	PHOSPHO1 block
CCc1ccc2[nH]c(=O)c(CN(Cc3ccco3)C(=S)NCC3CCCO3)cc2c1 (stereo unspecified)	-1.1	0.9	-33	-2.5	-9	9	-21	3.3	-9
Cc1cc2c(N=O)c(NO)ccc2[nH]1	1.1	-2.5	2	0.4	.	-19	-1	-2.8	20
Cc1ccccc1C(=O)Nc1ccc(Br)c(C)n1	-1.5	-2.6	0	-2.7	-2	-10	1	0.4	-10
CCCc1nnc(SCC(=O)N2CCCC(C)C2)n1CCOC (stereo unspecified)	0.9	-3.1	-5	-0.3	0	-2	-7	-3.7	2
COCC(C)NC(=O)CCS(=O)(=O)c1nc(-c2ccc(OC)cc2)cc(C(F)(F)F)n1 (stereo unspecified)	-0.9	-3.5	-10	-1.3	2	-6	-4	-1.1	38
CCOC(=O)/C(C#N)=C/Nc1ccccc1NS(=O)(=O)c1cccc(C(C)=O)c1	1.6	-5.4	-1	50*	-7	0	9	-8.7	-2
CCCCCOC(=O)C1C(c2ccccc2)C(C(=O)O)C1c1ccccc1 (stereo unspecified)	0.5	-3.3	-36	-0.7	-6	7	33	-2.9	-6
CC(C)N(CCc1ccncc1)C(=O)Nc1ccc(Cl)c(Cl)c1	1.6	-3.1	-6	0.6	1	15	4	-5.4	-4
Cc1ccc(C(C(=O)NC2CCCCC2)N(Cc2ccccc2)C(=O)Cc2c[nH]c3ccccc23)o1 (stereo unspecified)	-0.3	-4.0	-30	-2.2	-7	-5	-10	-3.0	-20
Cc1cccc(C(=O)NC2CCN(S(=O)(=O)c3ccccc3F)CC2)c1	1.4	0.3	-24	-1.2	-2	12	-10	1.9	26
Cc1nc(N2CCN(Cc3ccc(Cl)cc3)CC2)c2oc3ccccc3c2n1	1.0	-0.5	-17	-1.1	-2	-11	-19	0.9	16
CCN(CC(=O)Nc1ccc(OC)c(OC)c1)CC(=O)Nc1ccccc1C(F)(F)F	2.0	-2.9	-28	-1.0	-9	-9	-4	-2.1	32
COc1ccc(OC)c(NC(=O)c2ccc3c(c2)OCO3)c1	-1.1	-2.2	-16	-1.3	-5	16	9	0.3	8

In the list so far, these contain an aryl thioether with sulfur outside any ring:
SMILES	V1aR counter	IMP-1 inhibitor	FID counter	OXTR agonist	GalR3 antag	GPR7 antagonist	HCV NS3 hel inh	VIM-2 inhibitor	PHOSPHO1 block
CC(C)CCNC(=O)c1onc(CSc2ccc(F)c(F)c2)c1C(=O)NCCC(C)C	0.8	.	.	-0.2	-2	.	.	.	18
CCCc1nnc(SCC(=O)N2CCCC(C)C2)n1CCOC (stereo unspecified)	0.9	-3.1	-5	-0.3	0	-2	-7	-3.7	2

(more compounds)
SMILES	V1aR counter	IMP-1 inhibitor	FID counter	OXTR agonist	GalR3 antag	GPR7 antagonist	HCV NS3 hel inh	VIM-2 inhibitor	PHOSPHO1 block
COC(=O)COc1cccc2c(=O)n(CC(=O)NCc3ccc(F)cc3)ccc12	0.8	-2.9	-7	-0.5	.	0	-2	-1.4	20
Cc1ccc(S(=O)(=O)N2CCN(Cc3ccccc3)CC2)cc1	-0.7	-2.5	-18	0.0	-9	10	3	-4.5	14
NC(=O)c1cccc(S(=O)(=O)N2CCCCC2)c1	0.5	-2.2	3	1.0	-7	-10	-1	-0.8	-18
Cc1nn(C(C)C(=O)N2CCc3ccccc3C2)c(=O)c2cc3occc3n12 (stereo unspecified)	0.6	-2.1	-11	-0.4	-1	-6	2	-0.7	-7
COc1ccccc1NC(=O)c1cccnc1	0.1	-0.7	-1	0.1	-3	-6	5	-1.7	-17
CN(C)S(=O)(=O)Oc1ccsc1C(=O)Nc1ccc(C(F)(F)F)cc1	-0.1	-1.2	-2	-1.1	-5	6	-19	1.5	13
Cc1ccc(SCC(=O)Nc2ccc(S(=O)(=O)Nc3nccs3)cc2)cc1	0.8	-4.1	-4	-0.1	0	-28	6	-4.0	1
CCN1CC(CN(C)Cc2nc(COc3ccccc3)no2)CC1=O (stereo unspecified)	1.4	-0.8	-12	0.1	-7	-7	-2	-0.6	52
COc1cc(C(=O)O)cc(Br)c1OC1CCCC1	1.1	-8.5	-8	0.9	-5	-23	1	-6.0	11
CCOP(=O)(OCC)c1nc(-c2ccc(Cl)cc2Cl)oc1N1CCOCC1	-0.6	-1.8	-35	-0.8	-3	-6	-2	-1.5	53
COc1ccc(/C=N/N=C2/NC(=O)CC(C(=O)O)S2)cc1 (stereo unspecified)	0.2	-4.2	-5	0.0	-5	-9	-8	-2.3	11
CC1(C)C(=O)OC(c2c3ccccc3cc3ccccc23)C(C)(C)C1=O (stereo unspecified)	-2.0	-2.8	-6	-1.7	-3	-12	0	-3.1	-4
Cc1cccc(CN2C[C@]34C=C[C@@H](C[C@@H]3S2(=O)=O)O4)c1	1.0	.	.	1.6	-5	.	.	.	8
CCN1C(=O)CC(C(=O)NCCc2ccc(S(N)(=O)=O)cc2)SC1=Nc1ccc(OC)cc1 (stereo unspecified)	-0.3	-1.9	-18	-1.9	-2	-14	-5	-3.1	-7
OCCCc1cn(-c2ccccc2)c2ccccc12	-0.7	-3.2	-19	-1.4	-7	-5	-7	-3.9	16
CC(=O)Nc1ccc(OCC(O)CN2CCN(c3ccccc3Cl)CC2)cc1 (stereo unspecified)	1.7	-1.6	-5	2.6	-3	13	-4	0.3	-1
COc1ccc(Cc2nc(-c3ccc(Cl)cc3)no2)cc1	0.1	-3.5	0	-0.6	-5	-6	-16	-0.8	-10
CCOC(=O)CCNC(=O)Nc1ccc2nc(C)n(Cc3ccc(Cl)cc3)c(=O)c2c1	0.5	-4.8	-3	1.1	0	-8	-10	0.1	-16

Screening data (PubChem)
